pPAFAH inh: pPAFAH enzyme inhibitors, primary screen, biochemical, fluorescence polarization, human; inhibition, % at 3.39 µM; hit rate 1.5% among 330,000; recombinant pPAFAH, FP-rhodamine probe fluorescence polarization; Platelet-activating factor acetylhydrolase (Homo sapiens), Q13093; AID 463082, 2010;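 active means inhibition above the mean inhibition across the screen plus 3 SD, cut at about 25% in these data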;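 further: inhibitors block binding of the rhodamine activity-based probe so polarization drops; 0% = enzyme with DMSO and 100% = wells lacking pPAFAH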
PAFAH2 FP inh: PAFAH2 enzyme inhibitors, primary screen, biochemical, fluorescence polarization, human; recombinant PAFAH2, FP-rhodamine activity probe; hit rate 0.99% among 340,000; inhibition, % at 3.39 µM;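 active means inhibition above the mean over all tested compounds plus 3 SD, cut at about 30% in these data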;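 further: inhibitors block probe labeling of enzyme so polarization drops; 0% = enzyme with DMSO and 100% = wells lacking PAFAH2 protein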
PME-1 inh: PME-1 inhibitors via competitive probe labeling, primary screen, biochemical, fluorescence polarization, FP-Rh probe, HTS. hit rate 0.53% among 320,000. AID 2130, 2009. recombinant PME-1. Protein phosphatase methylesterase 1 (Homo sapiens), Q9Y570. inhibition, % at 5.9 µM;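 active means inhibition above the campaign mean of all compounds plus 3 SD, cut at about 26% in these data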;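 further: competitive labeling of PME-1 active site by serine hydrolase directed probe; 0% = PME-1 with DMSO and 100% = wells lacking PME-1 enzyme; inhibitors block probe labeling so polarization falls and inhibition rises; many of its hits are not listed in these tables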
Target sequence (Q9Y570 whole entry, looked up): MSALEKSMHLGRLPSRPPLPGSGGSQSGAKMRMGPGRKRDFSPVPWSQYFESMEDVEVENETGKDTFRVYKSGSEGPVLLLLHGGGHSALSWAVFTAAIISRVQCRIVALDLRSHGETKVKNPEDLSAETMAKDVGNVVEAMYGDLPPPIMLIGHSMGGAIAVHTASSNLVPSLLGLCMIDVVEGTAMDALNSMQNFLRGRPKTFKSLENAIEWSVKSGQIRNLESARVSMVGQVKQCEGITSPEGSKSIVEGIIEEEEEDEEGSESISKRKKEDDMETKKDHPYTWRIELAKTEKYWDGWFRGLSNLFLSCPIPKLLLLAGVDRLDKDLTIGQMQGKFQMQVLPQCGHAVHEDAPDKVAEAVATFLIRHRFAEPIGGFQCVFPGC
PAFAH1B3 FP inh: PAFAH1B3 enzyme inhibitors, primary screen, biochemical, fluorescence polarization, human. hit rate 0.28% among 340,000. Platelet-activating factor acetylhydrolase IB subunit alpha1 (Homo sapiens), Q15102. recombinant PAFAH1B3, FP-rhodamine probe. inhibition, % at 3.39 µM;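 active means inhibition above the screen-wide average of all tested compounds plus 3 SD, cut at about 25% in these data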;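 further: 0% = enzyme with DMSO only and 100% = wells lacking PAFAH1B3 protein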
PAFAH1B2 FP inh: PAFAH1B2 enzyme inhibitors, primary screen, biochemical, fluorescence polarization, human | hit rate 1.2% among 340,000 | inhibition, % at 3.39 µM | AID 492953, 2010 | Platelet-activating factor acetylhydrolase IB subunit alpha2 (Homo sapiens), P68402 | recombinant PAFAH1B2, FP-rhodamine activity probe;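 active means inhibition above the mean of all tested compounds plus 3 SD, cut at about 24% in these data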;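 further: 0% = enzyme with DMSO and 100% = wells lacking PAFAH1B2; many of its hits are not listed in these tables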
Target sequence (P68402 whole entry, looked up): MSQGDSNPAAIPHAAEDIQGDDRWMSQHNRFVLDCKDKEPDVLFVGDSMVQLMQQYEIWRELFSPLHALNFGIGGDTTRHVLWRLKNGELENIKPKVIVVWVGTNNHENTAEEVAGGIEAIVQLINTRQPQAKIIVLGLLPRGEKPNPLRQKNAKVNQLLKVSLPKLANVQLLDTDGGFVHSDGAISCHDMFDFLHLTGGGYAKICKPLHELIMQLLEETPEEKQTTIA
GSTO1 counter: inhibitors of recombinant GSTO1, primary screen, counter-screen for RBBP9 inhibitor project, biochemical, fluorescence polarization | hit rate 1.1% among 300,000 | activity-based probe fluorescence polarization | inhibition, % at 5.96 µM | AID 1974, 2009;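 active means inhibition above the campaign mean inhibition plus 3 SD, cut at about 35% in these data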;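 further: 0% = GSTO1-1 with DMSO and 100% = wells lacking GSTO1-1 enzyme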
Target sequence (P78417 whole entry, looked up): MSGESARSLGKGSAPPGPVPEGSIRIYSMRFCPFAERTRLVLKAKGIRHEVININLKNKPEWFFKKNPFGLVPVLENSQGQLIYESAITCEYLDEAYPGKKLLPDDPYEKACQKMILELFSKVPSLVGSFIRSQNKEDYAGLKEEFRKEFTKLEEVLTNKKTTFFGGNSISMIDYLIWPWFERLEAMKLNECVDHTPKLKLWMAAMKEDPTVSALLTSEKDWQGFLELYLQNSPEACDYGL
LYPLA1 counter: LYPLA1 inhibitors, primary screen, counter-screen for PME1 inhibitor project, biochemical, fluorescence polarization, FP-Rh probe ABPP. inhibition, % at 5.9 µM. Acyl-protein thioesterase 1 (Homo sapiens), O75608. hit rate 0.16% among 320,000. recombinant LYPLA1;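 active means inhibition above the mean of all tested compounds plus 3 SD, set per campaign, cut at about 14% in these data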;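 further: inhibitors block serine hydrolase probe labeling of LYPLA1 so polarization falls; 0% = enzyme with DMSO and 100% = wells lacking LYPLA1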
Target sequence (O75608 whole entry, looked up): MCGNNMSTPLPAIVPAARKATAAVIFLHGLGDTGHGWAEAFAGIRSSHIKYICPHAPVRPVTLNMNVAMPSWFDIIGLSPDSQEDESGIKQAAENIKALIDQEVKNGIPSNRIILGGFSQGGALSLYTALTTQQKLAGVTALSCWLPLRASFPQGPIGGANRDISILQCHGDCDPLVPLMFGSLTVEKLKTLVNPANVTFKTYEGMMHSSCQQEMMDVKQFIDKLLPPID
Fam108B inh: mouse Fam108B serine hydrolase inhibitors, primary screen, counter-screen for RBBP9 inhibitor project, biochemical, fluorescence polarization; inhibition, % at 9.51 µM; hit rate 0.33% among 300,000; recombinant Fam108B, FP-Rh probe fluorescence polarization;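 active means inhibition above the screen mean inhibition plus 3 SD, computed separately per campaign, cut at about 18% in these data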;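 further: inhibitors lower polarization as less probe binds the enzyme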
PAD4 FP inh: human PAD4 inhibitors, primary screen, biochemical, fluorescence polarization, 1536-well format; Protein-arginine deiminase type-4 (Homo sapiens), Q9UM07; recombinant PAD4, RCA probe fluorescence polarization; inhibition, % at 6.36 µM; hit rate 0.41% among 330,000;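 active means percent inhibition above a cutoff equal to the mean of all tested compounds plus 3 SD, cut at about 15% in these data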;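 further: 0% = PAD4 with RCA probe and DMSO and 100% = probe without PAD4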
* = called active by the depositor; / = not tested or not shown. This is a subset; count on the stated rates, not on these rows.

SMILES	pPAFAH inh	PAFAH2 FP inh	PME-1 inh	PAFAH1B3 FP inh	PAFAH1B2 FP inh	GSTO1 counter	LYPLA1 counter	Fam108B inh	PAD4 FP inh
COc1ccc2occ(C(C)=O)c2c1	3	-2	0	4	3	4	0	3	6
CCOC(=O)N1CCN(C(=O)c2ccc3c(=O)n(CC4CCCO4)c(=S)[nH]c3c2)CC1 (centres undefined)	5	4	1	7	-1	4	0	1	-2
Cc1cc2c(sc3ccccc32)c(C)n1	10	-5	1	2	0	3	0	-1	4
O=c1c(-c2ccc(Cl)cc2)coc2c(CN3CCOCC3)c(O)ccc12	-7	0	-6	7	-3	-5	-1	3	-5
O=S(=O)(Nc1ccncc1)c1cc(Cl)c(Cl)cc1Cl	1	4	4	3	2	6	1	-4	2
Cc1c(C(N)=O)sc2nc(-c3ccccc3)cn12	2	1	0	14	-4	-6	1	0	-1
O=C(NCc1cccs1)c1nc2c(nnn2Cc2ccc(F)cc2)c(=O)[nH]1	14	5	11	4	4	-13	4	0	1
Cn1nc(C(C)(C)C)c([N+](=O)[O-])c1C(=O)NC(C)(C)C	-4	5	-3	-5	0	-1	0	5	0
CCOC(=O)C1CCN(C(=O)C2CC(=O)N(c3ccc(C)cc3)C2)CC1 (centres undefined)	-5	5	2	2	0	-1	-1	0	7
Cc1noc(C)c1COc1cccc(C(=O)OCC(=O)N2CC(=O)Nc3ccccc32)c1	4	3	4	1	2	-5	-5	-1	0
CCN(Cc1cnn(C)c1)Cc1nc(C2(c3ccc(C)cc3)CCCC2)no1	4	1	-7	-2	17	3	1	0	2
CC(=O)ONC(=Nc1ccccc1)c1nonc1N	0	4	-2	13	3	5	-3	-3	5
O=C(c1ccccc1Br)N1CCN(c2ccccn2)CC1	0	1	6	9	4	4	3	5	2
CCc1ccc(CN2CCN(C(=O)c3ccco3)CC2)cc1	6	-1	-6	4	-3	4	1	-3	-3
CCCCOc1ccc(CSC2=NCCN2)cc1[N+](=O)[O-]	16	3	4	3	1	-5	0	-2	-8
CCc1cc2c(Sc3nc4ccccc4s3)ncnc2s1	5	-2	-2	3	5	-14	-1	-6	6
O=C(CN1C(=O)COc2ccc(S(=O)(=O)N3CCCCCC3)cc21)NCc1ccc(F)cc1	5	14	8	-2	0	6	1	3	-3
C/C(=N\NC(=O)Cn1nc(C)c([N+](=O)[O-])c1C)c1ccc(O)cc1	2	4	-5	1	3	3	4	2	0
CCNC(=O)OCC12CC3CC(CC(C3)C1)C2	-2	-1	-5	0	14	-2	2	-2	-2
COc1cc(CN2CCNC(=O)C2CC(=O)NC2CCCCC2)cc(OC)c1 (centres undefined)	-8	-10	-4	4	0	-1	0	-5	-7
COc1ccc(CN(C)C(=O)c2ccncc2)c(OC)c1	2	1	0	7	5	4	-1	1	-6
COCCN(C(=O)c1ccc(COc2ccccc2)o1)c1c(N)n(CC(C)C)c(=O)[nH]c1=O	-2	-7	-1	5	1	/	0	/	0
Cc1cccc(-c2nnc(SCC(=O)Nc3nc4c(s3)CCCC4)n2C)c1	3	6	-4	6	3	-3	4	2	-1
COC(=O)N/N=C/c1cc(Br)ccc1O	4	6	2	3	3	8	-8	0	-1
Cc1ccc(C[n+]2ccccc2)cc1	3	1	-6	2	1	-3	-2	0	-3

Additional entries
SMILES	pPAFAH inh	PAFAH2 FP inh	PME-1 inh	PAFAH1B3 FP inh	PAFAH1B2 FP inh	GSTO1 counter	LYPLA1 counter	Fam108B inh	PAD4 FP inh
COc1ccc(NC(=O)COc2ccc(N(C)S(=O)(=O)c3ccc(Cl)cc3)cc2)cc1	-2	-4	-12	6	-1	/	-8	/	-1
Cc1cc(C(F)F)n2nc(C(=O)Nc3ccc(S(=O)(=O)NC45CC6CC(CC(C6)C4)C5)cc3)nc2n1	-2	7	1	0	3	-16	-11	-4	1
CC(NC(=O)c1cc(-c2ccccn2)nc2ccc(Cl)cc12)C1CCCO1 (centres undefined)	4	8	3	6	-4	0	-1	4	-3
Cc1ccc(NC(=O)c2cc(S(=O)(=O)NCCC3=CCCCC3)ccc2F)cc1	15	-10	-16	-4	0	-2	-15	-14	1
CC(C)C(=O)Nc1cc(S(=O)(=O)Nc2ccc(Cl)cc2)ccc1Cl	-10	0	-1	10	14	0	2	0	1
COc1ccc(-c2nnc(SCCOc3cccc(C)c3)n2N)cc1	-6	8	1	12	6	-3	1	-4	3
C[C@@H]1O[C@@H](OC[C@H]2O[C@@H](Oc3c(-c4ccc(O)cc4)oc4cc(O)cc(O)c4c3=O)[C@H](O)[C@@H](O)[C@@H]2O)[C@H](O)[C@H](O)[C@H]1O	2	0	2	7	11	4	0	0	4
O=C(Nc1ccc(N2CCOCC2)cc1)c1cc2c(s1)CCCCC2	2	4	2	3	3	10	3	1	-1
CC1C(=O)C(C)C(c2ccc(Cl)cc2)NC1c1ccc(Cl)cc1 (centres undefined)	8	/	4	/	/	2	2	5	-7
CCCCCSc1nnc(-c2ccccc2N)c(=O)[nH]1	2	-1	2	1	8	-7	0	3	-3
CC1=C(C#N)C(c2ccccc2O)C(C#N)=C(C)N1	-1	5	2	-10	-1	3	-2	2	1
CCN1CCN(c2ccc(NC(=O)c3cccc(N4CCCC4=O)c3)cc2)CC1	2	5	4	-1	-2	4	5	4	0
O=C(NC(CSCc1ccccc1)C(=O)N/N=C/c1ccc(O)cc1O)c1ccc([N+](=O)[O-])cc1 (centres undefined)	21	-3	0	15	1	-36	-29	23*	-4
CCCOC(=O)c1cc(-c2ccc(C=O)o2)ccc1Cl	14	-4	-4	1	1	4	-7	1	-3
Cc1nc(N2CCN(C(=O)COc3ccccc3)CC2)c2c(C)c(C)sc2n1	-8	-4	1	7	-3	-10	-1	1	-4
CC1(C)CN=c2s/c(=C\c3ccc(Cl)cc3)c(=O)n2C1	1	0	6	1	1	11	4	0	4
NC(=O)C1CCN(c2oc(-c3ccccc3)nc2S(=O)(=O)c2ccc(Br)cc2)CC1	-10	-4	1	-2	4	-2	-3	-3	1
CCN(CC)C(=O)CN1CCN(c2ncccn2)CC1	2	-3	-2	9	2	1	0	3	-1
C=C1CCN(C(C)C(=O)OC)S(=O)(=O)c2ccccc21 (centres undefined)	-4	8	-6	-1	1	7	-3	4	3
O=C(NCC(c1cccs1)N1CCOCC1)c1cc(S(=O)(=O)N2CCOCC2)c(Cl)cc1Cl (centres undefined)	4	-2	3	2	-4	7	2	-1	5
Cc1c2n(c3ccccc13)CC/C2=N\O	7	-2	5	-3	0	6	3	1	-1
CCCCNC(=O)CSc1nc2ccccc2c(=O)n1Cc1ccc2c(c1)OCO2	5	-7	0	5	7	2	5	1	-6
COc1ccc(NC(=S)NC23CN4CN(CN(C4)C2)C3)cc1	3	7	0	-2	0	1	0	5	-5
O=C(Nc1c2c(nn1-c1ccc(F)cc1)CS(=O)C2)c1ccc(Br)o1 (centres undefined)	-5	-6	1	10	-4	5	0	3	-1
O=C(NCC1CCCO1)c1nnc(Cc2ccc(F)cc2)o1 (centres undefined)	8	-1	-3	6	-1	7	3	-2	-4

Overlap with the part before: two compounds, followed by the next part.
SMILES	pPAFAH inh	PAFAH2 FP inh	PME-1 inh	PAFAH1B3 FP inh	PAFAH1B2 FP inh	GSTO1 counter	LYPLA1 counter	Fam108B inh	PAD4 FP inh
O=C(Nc1c2c(nn1-c1ccc(F)cc1)CS(=O)C2)c1ccc(Br)o1 (centres undefined)	-5	-6	1	10	-4	5	0	3	-1
O=C(NCC1CCCO1)c1nnc(Cc2ccc(F)cc2)o1 (centres undefined)	8	-1	-3	6	-1	7	3	-2	-4
CCOc1ccc(-c2nnn(CC(=O)c3ccc4c(c3)OCCO4)n2)cc1	-1	-2	-9	8	7	-3	-5	-5	-3
CC1CCc2sc(C(=O)NNC(=O)c3ccncc3)cc2C1 (centres undefined)	6	3	6	13	6	-2	0	-3	-7
O=C(COC(=O)COc1ccc(Cl)cc1Br)NCc1cccs1	10	1	3	-6	4	-5	1	2	3
COc1ccc(N2CCN(C(=O)CCNS(=O)(=O)c3ccc4c(c3)CCC(=O)N4)CC2)cc1	6	2	-5	5	-2	-6	2	1	0
COc1ccc(N2CCN(C(=O)CNC(=O)c3ccc4ccccc4c3)CC2)cc1	2	4	1	11	0	/	2	/	5
CCC(=O)C1CCCN(C(=O)c2ccc(OC3CCN(C(=O)c4cccnc4)CC3)cc2)C1 (centres undefined)	0	5	-5	0	1	1	2	-1	2
O=C1c2ccccc2CCc2ccc(Br)cc21	3	-10	-6	7	1	/	1	/	-3
CCc1c(C)nc2ncnn2c1Nc1ccc(C(C)=O)cc1	7	-5	3	-4	-1	-8	-3	1	-1
CCN(CC)S(=O)(=O)c1cccc(-c2nnc(SC(C)C(N)=O)n2CCc2ccccc2)c1 (centres undefined)	6	8	1	3	0	-6	1	-2	-6
O=C(C[n+]1cc(-c2ccc(F)cc2)n2c1CCC2)N1c2ccccc2Sc2ccccc21	2	3	-4	3	-6	5	0	0	-5
Cc1ccc(Cl)cc1NC(=O)N[C@@H](C)C(=O)O	3	4	7	9	9	0	-5	-4	-5
COc1ccc(NC(=O)CN2C(=O)NC(C)(c3ccccc3)C2=O)cc1Cl (centres undefined)	-2	8	-3	2	2	-3	9	0	-3
CN1CCC(=NNC(=O)C(=O)NCc2ccccc2)CC1	6	7	-1	8	1	6	1	1	-2
Cc1cc(CN2CCCC(N3CCc4ccccc4C3)C2)cc(C)c1O (centres undefined)	1	-7	1	18	4	5	-3	-2	-2
O=S(=O)(C=C(c1ccccc1)c1ccccc1)c1ccccc1	-3	-3	1	5	16	2	-8	-5	-4
Cc1ccc(C(=O)N2CCN(c3ccc(Cl)cc3)CC2)cc1	-2	5	3	-2	1	-3	-1	1	0
Cc1ccc(NC(=O)N2CCCCCC2)cc1	4	1	-2	3	1	1	2	3	3
O=C(c1cccc(F)c1)N1CCN(CC2CC3C=CC2C3)CC1 (centres undefined)	-2	1	-1	1	3	-7	2	-7	-12
O=c1c2ccccc2c(C=NCCCN2CCOCC2)c(O)n1Cc1ccccc1	-3	-3	3	2	4	-1	1	-3	-5
CCCC(=O)NC(=S)Nc1ccc(Cl)cn1	10	-1	-2	-2	-1	-3	1	1	1
O=C(COc1ccc(S(=O)(=O)N2CCCC2)cc1)N1CCCCC1	3	-6	-3	2	0	-2	-1	0	-1
CC(=O)c1cc(-c2ccccc2)[nH]c1N1CCCC1	5	8	3	0	4	1	2	2	6
COCCNC(=O)CSc1nc2nc(C)cc(C)n2n1	-3	0	7	2	2	-1	-2	-2	-5
Cc1ccc(-c2cccc(C3CC=CC4C3C(=O)N(Cc3ccccc3)C4c3cc(C)ccc3F)c2)cc1 (centres undefined)	-2	-7	0	1	3	1	1	-1	-6
COC(=O)C1=C[C@@H](C(=O)OC)[C@@H]2C3=C(C(=O)C2(C)C)[C@H](c2ccccc2)[C@@H]2C(=O)N(C)C(=O)[C@@H]2[C@@H]3C1	5	2	-2	16	-1	5	1	1	1
